# Cardio protect: myocardial damage modulation in H9c2 cells; 360,000 compounds, 0.63% hits; H9c2 cardiomyocytes, H2O2 injury protection, ATPLite, 2 h; protection from H2O2 cell death, % at 20 µM; AID 588492;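 active = compounds giving at least 50% protection of heart cells from peroxide-induced death in the single-dose screen, raw or plate-pattern-corrected value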;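 also: 0% = DMSO wells with peroxide and 100% = DMSO wells without peroxide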
# Glyco luc inh: N-linked glycosylation inhibition; D54 ERlucT glycosylation luciferase reporter, 24 h; percent of 100 nM tunicamycin response; reporter increase, % at 12.5 µM; 360,000 compounds, 0.23% hits; AID 588692;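 active = mean luciferase reporter signal, scaled so untreated is 0 and the glycosylation-blocking control 100, at or above a set limit in every replicate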;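 also: luciferase carries N-glycosylation sites so blocking glycosylation raises the light; 0% = median of neutral control wells and 100% = median of 100 nM tunicamycin wells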
# MC4R antagonist: antagonists of human melanocortin 4 receptor (MC4R); MC4R-expressing cells, MTII-stimulated cAMP, LANCE TR-FRET; 360,000 compounds, 0.48% hits; inhibition, % at 6.5 µM; P32245;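 active = inhibition above its plate's cutoff, the mean of tested wells on that plate plus 3 SD, cut at about 29% in these data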;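 also: 0% = Melanotan II alone and 100% = Melanotan II plus saturating MCL0020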
#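 System: U2OS cells stably expressing human melanocortin 4 receptor (MC4R). Reagent: Melanotan II challenge after compound preincubation. Doses: 6.5 µM. Times: 30-min compound, 1-h challenge, 1-h detection, room temperature. Measured by: TR-FRET with Eu-cAMP and labeled anti-cAMP, 671 nm. Replicates: singlicate.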
# ABHD5-PLIN5 inh: blocks binding of human ABHD5 to perilipin-5. Q00G26+Q8WTS1. Split G. princeps luciferase complementation, luminescence, 4 h. inhibition, % at 4 µM. 360,000 compounds, 0.78% hits. AID 602281;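 active = inhibition above the mean inhibition across every tested compound plus 3 SD, cut at about 22% in these data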;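 also: 0% = DMSO only wells and the 100% control is not disclosed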
# Target sequence (Q00G26 whole entry, looked up): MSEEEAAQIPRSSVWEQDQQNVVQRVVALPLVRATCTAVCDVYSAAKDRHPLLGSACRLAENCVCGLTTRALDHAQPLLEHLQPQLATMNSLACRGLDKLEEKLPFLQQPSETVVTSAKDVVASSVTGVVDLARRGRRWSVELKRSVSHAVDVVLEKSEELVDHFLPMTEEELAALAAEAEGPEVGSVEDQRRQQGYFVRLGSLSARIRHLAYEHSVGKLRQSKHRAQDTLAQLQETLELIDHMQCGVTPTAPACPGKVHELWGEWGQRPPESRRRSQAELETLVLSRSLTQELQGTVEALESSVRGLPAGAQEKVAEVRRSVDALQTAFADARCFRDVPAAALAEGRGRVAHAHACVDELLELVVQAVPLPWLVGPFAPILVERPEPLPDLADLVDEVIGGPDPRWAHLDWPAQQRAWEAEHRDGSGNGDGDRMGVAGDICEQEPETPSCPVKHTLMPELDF
# Target sequence (Q8WTS1 whole entry, looked up): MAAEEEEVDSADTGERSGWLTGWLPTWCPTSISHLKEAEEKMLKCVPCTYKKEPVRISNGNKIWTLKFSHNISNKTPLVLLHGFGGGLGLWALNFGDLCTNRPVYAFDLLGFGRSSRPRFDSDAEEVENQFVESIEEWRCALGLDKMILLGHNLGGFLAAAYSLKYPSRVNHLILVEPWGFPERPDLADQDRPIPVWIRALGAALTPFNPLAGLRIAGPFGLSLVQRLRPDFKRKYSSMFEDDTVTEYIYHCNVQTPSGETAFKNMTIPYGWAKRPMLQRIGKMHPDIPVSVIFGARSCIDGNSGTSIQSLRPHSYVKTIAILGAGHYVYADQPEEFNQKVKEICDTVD
# HTR2A ag: activates the mouse 5-HT2A serotonin receptor | P35363 | activation, % at 7.6 µM | AID 624169 | CHO-K1 mHTR2A beta-arrestin complementation, luminescence; percent of 30 µM serotonin response | 360,000 compounds, 0.66% hits;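 active = activation above a run cutoff, the mean activation of all tested compounds plus 3 SD, cut at about 14% in these data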;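 also: 0% = plate median of compound wells and 100% = 30 µM serotonin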
# MC4R ag barr: activates human MC4R beta-arrestin recruitment; AID 540308; U2OS MC4R beta-arrestin complementation, luminescence; percent of melanotan II response, DMSO zero; activation, % at 8.9 µM; P32245; 360,000 compounds, 0.98% hits;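 active = activation above a per-plate cutoff, the mean activation of sample wells on that plate plus 3 SD, cut at about 8% in these data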
# ABCB6 inh MLPCN: blocks the human ABCB6 transporter; Q9NP58; K562-ABCB6 porphyrin accumulation, flow cytometry, 1 h; hits give low values; fluorescence ratio to DMSO, % at 10 µM; 360,000 compounds, 0.19% hits; AID 602162;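 active = fluorescence ratio to DMSO below 75%, the collection mean minus 3 SD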;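 also: signal is porphyrin accumulated inside mitochondria; 100% equals median channel fluorescence of DMSO control wells; lower ratio means ABCB6 inhibition with less porphyrin fluorescence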
# aDG glyco up: increases alpha dystroglycan glycosylation. 360,000 compounds, 0.22% hits. Pro5-aDG cells, alpha-DG glycosylation AlphaScreen (IIH6); 0% Pro5, 100% B10-LARGE cell signal. activation, % at 10 µM;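 active = activation of at least 8% versus controls, or a plate z-score of at least 8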;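 also: Pro5 are CHO cells carrying HIG-tagged alpha-DG that lacks glycosylation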
# hiPSC survival: increases survival of single human iPS cells; hiPSC single-cell survival, ATPlite luminescence; 100% = ROCK inhibitor wells, 0% = DMSO; survival enhancement, % at 20 µM; 360,000 compounds, 0.044% hits; AID 602274; in the data active = survival enhancement above about 18%;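 also: cells exposed to compounds for 16 hours before the ATP read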
# Granule exo inh: lytic granule exocytosis inhibition; TALL-104 LAMP-1 surface exposure, flow cytometry; cells stimulated with thapsigargin and PMA; inhibition, % at 10 µM; 360,000 compounds, 0.66% hits;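 active = inhibition above about 55%, limit read from the data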
# Active calls of the source: *; nt = no result given.
SMILES,Cardio protect,Glyco luc inh,MC4R antagonist,ABHD5-PLIN5 inh,HTR2A ag,MC4R ag barr,ABCB6 inh MLPCN,aDG glyco up,hiPSC survival,Granule exo inh
O=C(CN1CCOCC1)Nc1ncc(Cc2cccc(Cl)c2)s1,8,-2,2,-1,-3,-3.0,98,0.5,-0.5,-8
O=C(c1ccc(OC2CCN(C(=O)C3CC3)CC2)cc1)N(CCO)Cc1ccccc1,0,-1,-12,-3,-1,0.5,98,-0.1,0.3,-5
O=C(CCS(=O)(=O)c1cccc2nonc12)N1CCN(c2ccc(F)cc2)CC1,17,1,8,6,-3,0.0,102,0.2,-1.6,-3
O=C(COC(=O)c1ccccc1OCC(=O)Nc1ccc(Br)cc1)Nc1ccccc1,1,1,-7,10,2,-0.4,98,1.4,-1.6,-11
CC1(C(=O)Nc2cnc3ccccc3c2)CCN1Cc1ccc(OC(F)(F)F)cc1 (stereo not drawn),2,-1,18,-4,0,2.1,100,-0.1,-0.7,-2
CC1(c2ccccc2)NC(=O)N(CC(=O)Nc2cccc(/C=C/c3ccccn3)c2)C1=O (stereo not drawn),68*,1,-8,1,3,-1.8,89,0.5,0.0,-6
COc1ccc2[nH]c3c(c2c1)CCN1C(=O)C(CC(=O)NCc2cccc(C(F)(F)F)c2)C[C@H](C(=O)N2CCOCC2)[C@@]31C (stereo partly drawn),-5,6,8,2,0,3.5,99,1.8,-2.2,-2
O=C(CCCN1CCN(c2ccccn2)CC1)c1ccc(F)cc1,-1,1,11,-4,-2,1.5,101,-0.1,1.5,-1
C=CCNCc1cccn1-c1sc2c(c1C#N)CCCC2,-12,-4,-3,2,0,-0.1,98,0.6,-0.5,-3
Cc1nnc(NC(=O)CSc2nc(C(C)C)nc3sc(C)c(C)c23)s1,-4,1,11,-12,4,2.3,99,0.2,5.2,2
O=C(CNCC(=O)Nc1ccc(F)c(F)c1F)Nc1ccc(F)c(F)c1F,0,2,1,0,-1,-0.8,98,-0.1,0.9,0
COC(=O)CNc1cccc(C(F)(F)F)c1,4,2,0,0,12,-1.6,99,0.1,-0.8,-1

# Sorted by value in Granule exo inh (rising): 6 of the compounds above
SMILES	Glyco luc inh	MC4R antagonist	ABHD5-PLIN5 inh	HTR2A ag	MC4R ag barr	ABCB6 inh MLPCN	aDG glyco up	Granule exo inh
O=C(CN1CCOCC1)Nc1ncc(Cc2cccc(Cl)c2)s1	-2	2	-1	-3	-3.0	98	0.5	-8
CC1(c2ccccc2)NC(=O)N(CC(=O)Nc2cccc(/C=C/c3ccccn3)c2)C1=O (stereo not drawn)	1	-8	1	3	-1.8	89	0.5	-6
O=C(CCS(=O)(=O)c1cccc2nonc12)N1CCN(c2ccc(F)cc2)CC1	1	8	6	-3	0.0	102	0.2	-3
CC1(C(=O)Nc2cnc3ccccc3c2)CCN1Cc1ccc(OC(F)(F)F)cc1 (stereo not drawn)	-1	18	-4	0	2.1	100	-0.1	-2
O=C(CCCN1CCN(c2ccccn2)CC1)c1ccc(F)cc1	1	11	-4	-2	1.5	101	-0.1	-1
O=C(CNCC(=O)Nc1ccc(F)c(F)c1F)Nc1ccc(F)c(F)c1F	2	1	0	-1	-0.8	98	-0.1	0

# (next part)
SMILES,Cardio protect,Glyco luc inh,MC4R antagonist,ABHD5-PLIN5 inh,HTR2A ag,MC4R ag barr,ABCB6 inh MLPCN,aDG glyco up,hiPSC survival,Granule exo inh
COc1ccc2c(c1)O[C@H]1c3ccc(O)cc3OC[C@@H]21,-4,0,7,1,-3,-1.7,99,0.1,-3.6,-2
O=C(Cc1ccc(Br)cc1)N(Cc1ccccc1)c1ccccn1,2,-2,20,3,-3,-3.2,100,0.3,1.5,8
CCC(=O)c1ccc2c(c1)OCCO2,-2,0,22,6,3,-0.4,102,-0.2,-0.6,-7
CC1CCCN(C(=O)COC(=O)/C=C/c2ccc(C(F)(F)F)cc2)C1 (stereo not drawn),-8,1,0,-4,-6,0.1,101,0.0,-0.2,-5
COc1ccc(CN2CCN(S(=O)(=O)c3ccc(C)cc3)CC2)cc1OC,2,1,-4,2,4,0.8,97,0.0,0.4,-3
CC1CCC(C(C)C)C(OC(=O)C[n+]2cccc(C(N)=O)c2)C1 (stereo not drawn),1,0,9,3,3,0.7,106,0.9,0.1,1
COc1ccc(OC)c(Cc2nnc(CCC(=O)NC3CCCC3)o2)c1,-2,2,5,3,0,-0.3,101,0.5,-0.7,1
CC(C)C(=O)Nc1cccc(NC(=S)NC(=O)c2ccc(Cl)cc2)c1,-12,-1,14,3,-3,-3.0,90,0.8,-1.7,2
COc1ccccc1N1CCN(CC(O)COc2ccc3c(C)cc(=O)oc3c2)CC1 (stereo not drawn),4,3,1,-2,8,-1.4,100,0.4,-0.7,7
O=C(NCC(c1cccs1)N1CCOCC1)c1cc([N+](=O)[O-])cc([N+](=O)[O-])c1 (stereo not drawn),-2,1,3,2,1,-1.6,101,0.0,-0.7,-3
CCCn1c(=S)[nH]c2cc(C(=O)N3CCN(C(=O)OCC)CC3)ccc2c1=O,-2,0,15,1,-1,3.4,99,-0.1,-0.5,-1
COc1ccc(NC(=O)COC(=O)CCc2nc3ccccc3c(=O)[nH]2)cc1Cl,33,-1,5,8,2,-17,104,-0.3,-0.4,-5
O=C(Nc1ccc(F)cc1)C1CCCO1 (stereo not drawn),2,0,-2,-6,0,-2.5,99,-0.1,-0.2,0
CCN(c1ccccc1)S(=O)(=O)c1c(C)noc1C,-3,1,-6,-12,6,1.9,95,-0.3,-0.5,4
CCCC(=O)N1CCN(c2ccc([N+](=O)[O-])cc2Cl)CC1,-1,-1,12,0,2,-2.6,99,0.1,-0.1,-2
COC(=O)c1ccc(Nc2nnc(-c3ccc(C)c(S(=O)(=O)NCC4CCCO4)c3)c3ccccc23)cc1 (stereo not drawn),19,5,11,-3,-3,-0.7,96,0.5,-0.6,-1
CCc1c(C)sc2nc3c(C(=O)N4CCOCC4)cc(C(=O)c4ccccc4O)cn3c(=O)c12,3,1,7,1,-4,0.9,104,-0.4,0.2,-2
CC/C(=N/Nc1cccc(C)c1)c1cnnc(SC)n1,-10,-3,-16,2,0,21*,93,0.1,-0.5,-4
Cc1cccc(OCc2nnc(SCn3nnc4ccccc4c3=O)o2)c1,7,0,2,-5,-7,0.4,97,0.0,2.3,4
O=C(COc1ccccc1Cl)NCc1ccncc1,-1,1,7,-2,1,-0.1,101,0.1,-1.3,4
COc1cccc(C2c3c(oc4ccccc4c3=O)C(=O)N2CCCN(C)C)c1OC (stereo not drawn),19,0,9,5,0,-1.1,100,-0.2,0.6,-5
CCc1nnc(NC(=O)CCS(=O)(=O)Cc2ccccc2)s1,23,-5,6,-5,-1,-0.9,96,0.7,-0.6,1
CC(C)C(=O)Nc1c2c(nn1-c1ccccc1)CSC2,14,1,6,-10,5,0.0,100,0.1,-0.4,1
O=C(c1ccccc1)N1CCCC(C(=O)N2CCN(c3ccccc3)CC2)C1 (stereo not drawn),4,2,-2,-10,-4,-0.7,93,-0.2,-0.4,1

# Continued (four carried over from the part before).
SMILES,Cardio protect,Glyco luc inh,MC4R antagonist,ABHD5-PLIN5 inh,HTR2A ag,MC4R ag barr,ABCB6 inh MLPCN,aDG glyco up,hiPSC survival,Granule exo inh
COc1cccc(C2c3c(oc4ccccc4c3=O)C(=O)N2CCCN(C)C)c1OC (stereo not drawn),19,0,9,5,0,-1.1,100,-0.2,0.6,-5
CCc1nnc(NC(=O)CCS(=O)(=O)Cc2ccccc2)s1,23,-5,6,-5,-1,-0.9,96,0.7,-0.6,1
CC(C)C(=O)Nc1c2c(nn1-c1ccccc1)CSC2,14,1,6,-10,5,0.0,100,0.1,-0.4,1
O=C(c1ccccc1)N1CCCC(C(=O)N2CCN(c3ccccc3)CC2)C1 (stereo not drawn),4,2,-2,-10,-4,-0.7,93,-0.2,-0.4,1
COc1cc(NS(=O)(=O)c2ccc(NC(=O)CN3C(=O)c4ccccc4C3=O)cc2)nc(OC)n1,0,0,-3,-4,-1,-1.4,106,0.0,2.0,-1
COc1ccc(N(Cc2nnc3n2CCCCC3)C(=O)Nc2ccccc2)cc1,2,1,7,-2,1,0.5,103,0.2,-1.0,0
O=C(Nc1ccc(N2CCN(C(=O)c3ccccc3)CC2)cc1)c1cc2ccccc2o1,36,-6,17,-3,0,-1.0,84,4.3,-2.7,7
CCN(CC)c1cc2nc(C)n(Cc3ccccc3)c(=O)c2cc1NC(=O)C1CC1,-2,-4,5,6,5,-1.2,104,1.1,-1.0,-3
Cc1ccc2nc(/C(C#N)=C\c3ccc(N4CCCCC4)c([N+](=O)[O-])c3)[nH]c2c1,-13,-4,4,-3,-4,-2.0,80,1.0,0.8,2
Cc1ccc(NC(=S)NCC2CCN(C(C)c3ccccc3)C2)cc1C (stereo not drawn),-7,-1,5,2,-12,1.1,97,0.4,0.9,2
CCCOc1ccc(C2NC(=S)NC(C)=C2C(=O)c2ccccc2)cc1OC (stereo not drawn),-1,3,1,8,-5,3.6,95,-0.3,0.1,3
Cc1ccc(NC(=O)c2cc(S(=O)(=O)N3CCOCC3)cn2C)c(C)c1,-2,2,14,5,4,-0.4,95,-0.1,-1.7,0
O=C(O)Cc1ccc(NC(=O)c2ccc(NC(=O)C3CC3)cc2)cc1,-1,1,7,11,5,-1.2,96,-0.3,0.0,10
Cc1ccc2nc(-c3ccncc3)c(NC3CCCC3)n2c1,5,-4,-1,10,2,1.8,89,0.5,-2.7,2
Cc1ccc(NS(=O)(=O)c2ccc(C(=O)Nc3nncs3)cc2)cc1,-8,1,5,-7,3,0.1,105,0.6,2.4,16
Cc1ccc(NC(=O)N2CCCN(C(=O)OC(C)(C)C)CC2)cc1Cl,-1,-1,4,-14,0,0.2,94,0.3,-0.2,10

# The list goes on, overlapping the part above by 2 compounds.
SMILES,Cardio protect,Glyco luc inh,MC4R antagonist,ABHD5-PLIN5 inh,HTR2A ag,MC4R ag barr,ABCB6 inh MLPCN,aDG glyco up,hiPSC survival,Granule exo inh
Cc1ccc(NS(=O)(=O)c2ccc(C(=O)Nc3nncs3)cc2)cc1,-8,1,5,-7,3,0.1,105,0.6,2.4,16
Cc1ccc(NC(=O)N2CCCN(C(=O)OC(C)(C)C)CC2)cc1Cl,-1,-1,4,-14,0,0.2,94,0.3,-0.2,10
COc1cccc(NC(=O)c2cnn(-c3ccccc3)c2C)c1,-14,-12,4,-2,-5,1.6,107,-0.1,-0.2,6
Nc1cccc(Oc2ccc([N+](=O)[O-])cc2)c1,-12,0,4,3,-3,-4.2,93,0.0,3.7,17
COc1cc(OC)c(NC(=O)c2ccoc2C)cc1Cl,10,0,0,1,4,-0.5,105,-0.2,-2.0,-1
COc1ccc(C2C(C#N)=C(N)Oc3cc(C)n(CCN4CCOCC4)c(=O)c32)cc1OC (stereo not drawn),1,-1,-4,3,1,0.7,117,-0.2,-0.1,4
Cc1ccc(S(=O)(=O)Nn2c(O)c(C=C3N=c4ccccc4=N3)sc2=S)cc1,0,0,13,-18,-2,-0.2,108,-0.2,-0.5,28
Cc1cc2nc(-c3cccc(Cl)c3)c(CC3CCCCC3)n2c(C)c1Br,nt,nt,nt,-15,4,nt,101,-0.3,-1.1,-3
Cc1cccc(C2N(c3ccc(F)cc3)C(=O)C3CCCN32)c1 (stereo not drawn),-3,-1,6,2,7,1.0,100,0.2,-1.5,-2
